MITF inh: MITF inhibitors, primary screen, biochemical, AlphaScreen, human. AlphaScreen MITF homodimerization, bead proximity signal. inhibition, % at 2.6 µM. hit rate 0.91% among 650,000. AID 1259374, 2018; in the data active = inhibition above about 50%;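 also: 0% = vehicle wells with protein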
TEAD-YAP block: TEAD-YAP interaction inhibition, primary screen, TEAD-YAP interaction inhibitor project, luminescence, HEK-TIYL cells; inhibition, % at 9.12 µM; hit rate 1.4% among 640,000; TEAD-Gal4/YAP UAS-luciferase luminescence; in the data active = inhibition above about 32%;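 also: 0% = median of test compound wells and 100% = reference inhibitor wells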
GPR151 ag: activators of human GPR151, primary screen, cell-based, PathHunter beta-arrestin, luminescence; G-protein coupled receptor 151 (Homo sapiens), Q8TDV0; PathHunter beta-arrestin GPR151 cells; activation, % at 11.2 µM; hit rate 1% among 650,000; AID 1508602, 2020; in the data active = activation above about 4.9%;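 also: 0% = median of compound wells and 100% = cells with positive control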
FBW7 act: FBW7 E3 ligase activators, primary screen, biochemical, AlphaScreen, human; F-box/WD repeat-containing protein 7 (Homo sapiens), Q969H0; AlphaScreen FBW7–phospho-cyclin E peptide binding, activator screen; normalized activity (activation), % at 26.1 µM; hit rate 0.13% among 650,000; AID 1259310, 2017; in the data active = normalized activity above about 1.9%;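 also: purified mutant Fbw7 with reduced substrate affinity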
Target sequence (Q969H0 whole entry, looked up): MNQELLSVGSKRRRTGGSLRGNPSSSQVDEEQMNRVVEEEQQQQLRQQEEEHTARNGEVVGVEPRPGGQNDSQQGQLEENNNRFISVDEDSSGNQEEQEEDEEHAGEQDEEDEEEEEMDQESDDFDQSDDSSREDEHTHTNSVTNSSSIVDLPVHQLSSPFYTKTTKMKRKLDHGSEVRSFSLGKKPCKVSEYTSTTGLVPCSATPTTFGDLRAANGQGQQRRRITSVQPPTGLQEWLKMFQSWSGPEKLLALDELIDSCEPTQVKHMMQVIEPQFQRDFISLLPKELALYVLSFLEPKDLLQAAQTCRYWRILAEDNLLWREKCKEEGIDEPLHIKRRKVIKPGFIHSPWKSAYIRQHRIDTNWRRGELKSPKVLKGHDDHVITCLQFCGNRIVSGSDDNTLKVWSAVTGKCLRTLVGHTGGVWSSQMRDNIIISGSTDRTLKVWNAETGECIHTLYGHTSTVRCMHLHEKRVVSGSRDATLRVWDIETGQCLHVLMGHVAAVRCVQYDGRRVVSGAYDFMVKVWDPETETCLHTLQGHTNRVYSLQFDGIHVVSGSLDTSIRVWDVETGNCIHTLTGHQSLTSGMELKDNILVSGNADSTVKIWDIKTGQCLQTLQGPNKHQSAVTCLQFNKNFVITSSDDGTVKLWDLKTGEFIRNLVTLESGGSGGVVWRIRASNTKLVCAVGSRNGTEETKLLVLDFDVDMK
Numbers without * were called inactive; & = joins results of further samples. Rows are unselected. About 3.5% of those tested had a hit in this group.

How did Cn1ncc2c(NCCc3ccc(S(N)(=O)=O)cc3)ncnc21 do in these assays?
MITF inh: 7.8; TEAD-YAP block: 7.0; GPR151 ag: 1.0; FBW7 act: 0.0

What do the screens show for `O=C(NCc1cccnc1)c1cccn2c(=O)c3cc(Cl)ccc3nc12`?
MITF inh: 3.5; TEAD-YAP block: 8.8; GPR151 ag: 0.9; FBW7 act: 0.3

Results for Cn1c(C(=O)NC2CC2)cc2c(=O)n(C)c3ccccc3c21 ?
MITF inh: -8.8; TEAD-YAP block: -3.6; GPR151 ag: -1.0; FBW7 act: 0.3

Results for COc1ccccc1C1C(C#N)=C(SCC(N)=O)NC(=O)C1C#N (configuration not stated) ?
MITF inh: 13.6; TEAD-YAP block: 6.8; GPR151 ag: -1.3; FBW7 act: 0.1

What do the screens show for `O=C(Nc1ccc(F)cc1)C(=O)Nc1ccc2nc3n(c(=O)c2c1)CCCCC3`?
MITF inh: 4.5; TEAD-YAP block: -2.9; GPR151 ag: -0.7; FBW7 act: 0.6

Results for CCc1nc(SCC(=O)Nc2nc(C)c(C)s2)c2ccccc2n1 ?
MITF inh: 8.6; TEAD-YAP block: 5.5; GPR151 ag: -0.6; FBW7 act: 0.0

What do the screens show for `Clc1cc2c(c3ncccc13)OCN(CC1CCCO1)C2` (configuration not stated)?
MITF inh: 87.9*; TEAD-YAP block: 21.1; GPR151 ag: -0.3; FBW7 act: -1.1

How did CC(C)C(=O)N1CC[C@@H]2[C@H](CCCN2Cc2ccc3ncccc3c2)C1 do in these assays?
MITF inh: 2.2; TEAD-YAP block: -11.4; GPR151 ag: 0.9; FBW7 act: -0.1

Results for CCOc1ccc(NC(=O)C(C)Sc2nnnn2C)cc1 (configuration not stated) ?
MITF inh: -2.8; TEAD-YAP block: -5.7; GPR151 ag: -2.3; FBW7 act: 0.2

How did Cc1[nH]c2ccccc2c1/C=C(\C#N)C(=O)NCc1ccccc1 do in these assays?
MITF inh: 7.7&-18.6; TEAD-YAP block: 2.9&-3.3; GPR151 ag: -0.6&0.6; FBW7 act: 0.7&0.1

What do the screens show for `COCCn1c(C)cc(C(=O)COC(=O)c2ccccc2Br)c1C`?
MITF inh: 6.9; TEAD-YAP block: 82.0*; GPR151 ag: -6.3; FBW7 act: -0.1

What do the screens show for `CC1=C(C(=O)OCC2CCCCC2)C(c2ccc(N(C)C)cc2)NC(=O)N1` (configuration not stated)?
MITF inh: 5.3; TEAD-YAP block: -3.0; GPR151 ag: -0.2; FBW7 act: -0.1

Results for COc1ccc(OC)c(CNc2ncc(-c3cccc(Br)c3)n2C)c1 ?
MITF inh: 24.6; TEAD-YAP block: 43.0*; GPR151 ag: -0.2; FBW7 act: -0.3

Results for Cc1ccc2c(CN3C(=O)NC4(CCCc5sccc54)C3=O)cc(=O)oc2c1 (configuration not stated) ?
MITF inh: 5.3; TEAD-YAP block: 1.3; GPR151 ag: 2.1; FBW7 act: 0.1

Results for CCOC(=O)c1ccc(NC(=O)CCOc2ccc(OC)cc2)cc1 ?
MITF inh: 14.7; TEAD-YAP block: -10.1; GPR151 ag: -0.7; FBW7 act: 0.0

Results for C/C(=N\N=C(/N)SC1CC(=O)N(c2ccc(C(=O)O)cc2)C1=O)c1ccc(C)cc1 (configuration not stated) ?
MITF inh: 4.9; TEAD-YAP block: 15.7; GPR151 ag: 2.9; FBW7 act: 0.0

Results for Cc1cc(N2CCNCC2)n2c(nc3ccccc32)c1C#N ?
MITF inh: 0.0; TEAD-YAP block: 14.7; GPR151 ag: 2.9; FBW7 act: 0.2

Results for COc1ccc(OC(=O)c2ccc(C)c([N+](=O)[O-])c2)cc1 ?
MITF inh: 1.9; TEAD-YAP block: 12.8; GPR151 ag: 0.4; FBW7 act: -0.2

How did CN(C)c1cccc(NC(=O)Nc2cccc(NC(=O)Nc3cccc(N(C)C)c3)c2)c1 do in these assays?
MITF inh: 0.5; TEAD-YAP block: -2.1; GPR151 ag: -0.5; FBW7 act: -0.3

How did COc1ccc(CNCc2ccccc2)cc1Br do in these assays?
MITF inh: 0.1; TEAD-YAP block: -12.6; GPR151 ag: 0.1; FBW7 act: -0.2

How did CCn1cc(/C=C2\C(=O)NC(=O)N(c3ccccc3)C2=O)c2ccccc21 do in these assays?
MITF inh: 4.0; TEAD-YAP block: -2.2; GPR151 ag: 3.5; FBW7 act: 0.0

How did O=C1Nc2ccccc2/C1=c1/sc2n(c1=O)CN(c1cccc(F)c1)CN=2 do in these assays?
MITF inh: 21.4; TEAD-YAP block: 8.7; GPR151 ag: 1.5; FBW7 act: 0.0

What do the screens show for `CCCCOC(=O)C1=C(C)NC2=C(C(=O)CCC2)C1c1cccc(C(F)(F)F)c1` (configuration not stated)?
MITF inh: 4.7; TEAD-YAP block: 11.0; GPR151 ag: -0.1; FBW7 act: 0.1

How did O=C(CNC(=O)c1ccco1)OCC(=O)c1ccccc1Cl do in these assays?
MITF inh: 9.3; TEAD-YAP block: 4.8; GPR151 ag: 2.3; FBW7 act: 0.2

What do the screens show for `CCC(=O)N1CCc2cc(S(=O)(=O)Nc3cccc4c3CCCC4)ccc21`?
MITF inh: 6.0; TEAD-YAP block: -4.5; GPR151 ag: 0.4; FBW7 act: 0.9

What do the screens show for `CCCC(=O)Nc1ccc(NC(=O)c2ccc(Br)o2)cc1`?
MITF inh: -16.3; TEAD-YAP block: -56.8; GPR151 ag: -0.6; FBW7 act: 0.1

Results for CCCCCOc1ccc(/C=c2\sc3nc(=O)c(C)nn3c2=O)cc1 ?
MITF inh: 0.9; TEAD-YAP block: 13.0; GPR151 ag: -0.6; FBW7 act: -0.1

What do the screens show for `CNC(=O)CN(c1cccc(C)c1C)S(C)(=O)=O`?
MITF inh: 4.8; TEAD-YAP block: 2.1; GPR151 ag: 0.7; FBW7 act: -0.2

What do the screens show for `CCc1cc2c(=O)c(-c3ccc4c(c3)OCO4)coc2cc1OC(C)=O`?
MITF inh: 9.2; TEAD-YAP block: -46.1; GPR151 ag: -2.9; FBW7 act: 0.2

What do the screens show for `O=C(Cn1nnc2ccccc21)c1ccc([N+](=O)[O-])cc1`?
MITF inh: -4.3; TEAD-YAP block: -15.7; GPR151 ag: 0.2; FBW7 act: -0.1

What do the screens show for `O=C(Nc1ccc(-c2nnc(-c3ccccc3)o2)cc1)c1ccc(Cl)c([N+](=O)[O-])c1`?
MITF inh: -2.2; TEAD-YAP block: -22.4; GPR151 ag: 0.5; FBW7 act: 0.1

What do the screens show for `Cc1cc2[nH]c(=O)c(=O)[nH]c2cc1S(=O)(=O)N1c2ccccc2CC1C` (configuration not stated)?
MITF inh: 2.1; TEAD-YAP block: -4.3; GPR151 ag: -2.5; FBW7 act: 0.1

Results for O=C(Cc1cccs1)N1CCN(c2ccccn2)CC1 ?
MITF inh: 7.7; TEAD-YAP block: 6.4; GPR151 ag: -0.3; FBW7 act: 0.0

What do the screens show for `O=C(Cn1cnc2c(nnn2-c2cccc(Cl)c2)c1=O)Nc1ccc(F)cc1`?
MITF inh: 11.8; TEAD-YAP block: -0.9; GPR151 ag: 1.3; FBW7 act: 0.0

Results for CC1CCCCN1c1c([N+](=O)[O-])nn(-c2ccc(Cl)cc2)[n+]1[O-] (configuration not stated) ?
MITF inh: 9.6; TEAD-YAP block: 2.5; GPR151 ag: 0.7; FBW7 act: -0.4

Results for COc1cc(N)c2nccc(C)c2c1OC ?
MITF inh: 97.4*; TEAD-YAP block: -3.6; GPR151 ag: -0.7; FBW7 act: -0.2

What do the screens show for `Cc1sc(N=C(N)N)nc1-c1ccc2c(c1)CCN2S(C)(=O)=O`?
MITF inh: -0.6; TEAD-YAP block: -2.0; GPR151 ag: 2.4; FBW7 act: 0.0

How did O=c1[nH]c(O)c(C=Nc2cc(Cl)cc(Cl)c2)c(=O)[nH]1 do in these assays?
MITF inh: -4.3; TEAD-YAP block: -2.9; GPR151 ag: 0.1; FBW7 act: -1.2

Results for CCN(C(=O)CN1CCCCCC1)c1c(N)n(Cc2ccccc2)c(=O)[nH]c1=O ?
MITF inh: -4.1; TEAD-YAP block: -7.3; GPR151 ag: 0.5; FBW7 act: -0.2

How did CCOC(=O)CNC1CC(=O)N(c2ccc(C(=O)OCC)cc2)C1=O (configuration not stated) do in these assays?
MITF inh: 1.1; TEAD-YAP block: -2.9; GPR151 ag: -0.9; FBW7 act: 0.6

What do the screens show for `Nc1cnn(-c2ccccc2)c(=O)c1N`?
MITF inh: 16.7; TEAD-YAP block: 1.8; GPR151 ag: -1.4; FBW7 act: 0.9

Results for CCc1ccc(OCc2nc(-c3ccc(OC)c(OC)c3)no2)cc1 ?
MITF inh: 3.4; TEAD-YAP block: -0.5; GPR151 ag: 0.0; FBW7 act: -0.1

Results for CCOC(=O)c1c(N)ncn1-c1ccccc1 ?
MITF inh: 8.0; TEAD-YAP block: -1.4; GPR151 ag: -0.4; FBW7 act: -0.1

What do the screens show for `Cc1ncc(-c2ccncc2)c(C2CCCN(C(=O)c3c(C)noc3C)C2)n1` (configuration not stated)?
MITF inh: 12.1; TEAD-YAP block: -4.6; GPR151 ag: 0.8; FBW7 act: 0.6

How did Cc1cc(C)nc(/N=C(\NC(=O)C(F)(F)F)Nc2ccc3c(c2)OCCO3)n1 do in these assays?
MITF inh: -6.6; TEAD-YAP block: 5.1; GPR151 ag: -2.1; FBW7 act: 0.0

What do the screens show for `CCN(CC)c1ccc(/C=N\n2nnnc2N)c(O)c1`?
MITF inh: 1.7; TEAD-YAP block: -5.2; GPR151 ag: -0.6; FBW7 act: -0.1

Results for COC1COC(=O)C/C=C/[C@@H](C)[C@H](OC)COC(=O)[C@@H]2CCCN2C(=O)C/C=C/[C@@H]1C (some centres not stated) ?
MITF inh: -2.1; GPR151 ag: 0.8; FBW7 act: -0.2

Results for Cc1cccc(C)c1NC(=O)CN(C)C(=O)[C@H](C)NC(=O)c1ccco1 ?
MITF inh: 4.2; TEAD-YAP block: 7.7; GPR151 ag: -1.2; FBW7 act: 0.1

How did COc1ccccc1C1C=C(c2cccnc2)Nc2nc3ccccc3n21 (configuration not stated) do in these assays?
MITF inh: 10.2; TEAD-YAP block: 15.8; GPR151 ag: -3.0; FBW7 act: 0.1

How did O=C(Cn1nc(-c2ccccc2F)ccc1=O)NCc1ccco1 do in these assays?
MITF inh: -3.4; TEAD-YAP block: -2.6; GPR151 ag: -0.2; FBW7 act: 0.0

How did CCc1ccc(C(=O)COC(=O)C(Cc2ccccc2)NC(=O)C2CCC(C)CC2)cc1 (configuration not stated) do in these assays?
MITF inh: -11.2; TEAD-YAP block: -14.9; GPR151 ag: 1.5; FBW7 act: -0.2

How did N#CCCSc1nccn1Cc1ccccc1 do in these assays?
MITF inh: 4.5; TEAD-YAP block: 10.0; GPR151 ag: -0.2; FBW7 act: 0.1

How did CC(=O)c1cccc(NC(=O)c2sc3nc4n(c(=O)c3c2C)CCCC4)c1 do in these assays?
MITF inh: -1.0; TEAD-YAP block: -12.1; GPR151 ag: 0.3; FBW7 act: -0.1

Results for COc1ccccc1CCC(=O)N1CCCC(CO)(Cc2ccccc2)C1 (configuration not stated) ?
MITF inh: 0.5; TEAD-YAP block: -50.4; GPR151 ag: 0.8; FBW7 act: -0.2

How did CCOc1cc(/C=C(/C#N)c2nc3ccccc3[nH]2)ccc1OCC(=O)N1CCCC1 do in these assays?
MITF inh: 10.1; TEAD-YAP block: -24.1; GPR151 ag: -1.9; FBW7 act: -0.2

Results for O=C(N/N=C\c1cccc([N+](=O)[O-])c1)c1ccccn1 ?
MITF inh: -4.7; TEAD-YAP block: -42.4; GPR151 ag: -1.6; FBW7 act: -0.3

How did Cc1nc(NC(C)C)c2nnn(Cc3ccccc3Cl)c2n1 do in these assays?
MITF inh: -2.6; TEAD-YAP block: -9.8; GPR151 ag: 1.0; FBW7 act: -0.1

Results for CCC(Sc1nnnn1-c1ccccc1)C(=O)Nc1nnc(C(F)(F)F)s1 (configuration not stated) ?
MITF inh: 5.2; TEAD-YAP block: -1.1; GPR151 ag: -1.5; FBW7 act: 0.3

What do the screens show for `CCOC(=O)N1CCN(CCC(=O)Nc2ccc(Br)cc2)CC1`?
MITF inh: -7.3; TEAD-YAP block: -2.8; GPR151 ag: 0.5; FBW7 act: -0.2

What do the screens show for `CC1(c2ccc(Cl)cc2)CC(C)(C)N(S(=O)(=O)c2ccc([N+](=O)[O-])cc2)c2ccccc21` (configuration not stated)?
MITF inh: 5.8; TEAD-YAP block: 8.9; GPR151 ag: 2.1; FBW7 act: -0.1

Four records picked at random from those above:
How did N#CCCSc1nccn1Cc1ccccc1 do in these assays?
MITF inh: 4.5; TEAD-YAP block: 10.0; GPR151 ag: -0.2; FBW7 act: 0.1

How did Cc1nc(NC(C)C)c2nnn(Cc3ccccc3Cl)c2n1 do in these assays?
MITF inh: -2.6; TEAD-YAP block: -9.8; GPR151 ag: 1.0; FBW7 act: -0.1

Results for COc1ccccc1CCC(=O)N1CCCC(CO)(Cc2ccccc2)C1 (configuration not stated) ?
MITF inh: 0.5; TEAD-YAP block: -50.4; GPR151 ag: 0.8; FBW7 act: -0.2

What do the screens show for `CCOC(=O)N1CCN(CCC(=O)Nc2ccc(Br)cc2)CC1`?
MITF inh: -7.3; TEAD-YAP block: -2.8; GPR151 ag: 0.5; FBW7 act: -0.2
